TLR4 MyD88 comp: blocks binding of human TLR4 to MyD88; inhibition, % at 8.4 µM; O00206+Q99836; HeLa CL3-4 TLR4/MyD88 BLA complementation, FRET ratio; actives 0.18% (n = 200,000); in the data active means inhibition above about 25%;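 further: 0% = vehicle and 100% = reference inhibitor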
DTT redox prof: compounds producing H2O2 with reducing agent – biochemical, NIH compound library profiling, artefact control for MLSCN library redox annotation, primary screen. actives 0.03% (n = 200,000). DTT-dependent redox cycling H2O2, phenol red/HRP absorbance; 100% = 100 µM peroxide control, 0% = buffer. AID 878. activation, % at 10 µM;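 active means activation of at least 50% relative to the plate's high and low controls in the primary single-dose screen; inactive means activation below 50%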;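 further: compound incubated with DTT at 0.8 mM final as the reducing agent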
NF-kB neuron act: NF-kB expression increase, human neuronal cells | actives 1.6% (n = 190,000) | NF-kB reporter expression; active compounds read high | fold change at 12.5 µM; in the data active means fold change above about 3.3
STAT3 inh: reduces IL-6 driven STAT3 reporter signal; U3A cells, IL-6 STAT3-luciferase reporter, luminescence; host cell line lacks STAT1; inhibition, % at 5.5 µM; actives 0.89% (n = 190,000);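 active means inhibition above the mean inhibition across all screened compounds plus 3 SD, cut at about 44% in these data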;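 further: 0% = DMSO only wells and 100% = 100 µM nifuroxazide control wells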
STAT1 act: activators of IFN-gamma induced STAT1 signaling. NIH 3T3 STAT1-luciferase reporter, luminescence; 100% = IFN-gamma alone, no compound. activation (% of control), % at 5.5 µM. actives 2.6% (n = 200,000);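 active means activation above the screen-wide mean activation plus 3 SD, cut at about 130% in these data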;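 further: raw ratio to IFN-gamma control signal so 100% means no change and 0% no light; values of inactives mirror those of a sister screen read the other way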
STAT3 act: activators of IL-6 induced STAT3 signaling | activation (% of control), % at 5.6 µM | U3A cells, IL-6 STAT3-luciferase reporter, luminescence; 100% = signal with IL-6 EC80 alone | actives 0.91% (n = 190,000);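 active means activation above the screen-wide mean of compound activation plus 3 SD, cut at about 130% in these data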;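 further: 0% = background luminescence of wells with medium and substrate only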
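Material: human STAT1-deficient U3A cells with stable STAT3-luciferase reporter / Probe or stimulus: IL-6 stimulus at 33 ng/mL final / Schedule: 1 h compound pre-exposure, 6 h IL-6 stimulation, 37 °C / Technique: luminescence / Read-out basis: percent of IL-6-only median luminescence / Control set: IL-6-only high control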
APP 5'UTR act: activates APP 5'UTR luciferase reporter; activation, % at 2 µM; SH-SY5Y APP 5'UTR luciferase reporter, luminescence; zero percent = DMSO vehicle wells; actives 1% (n = 190,000);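 active means activation above a set limit, based on mean plus 3 SD of controls, cut at about 140% in these data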; further: values of inactives mirror those of a sister screen read the other way
STAT1 blocker: inhibitors of IFN-gamma induced STAT1 signaling; NIH 3T3 STAT1-luciferase reporter, luminescence; inhibition, % at 5.5 µM; actives 0.35% (n = 200,000); AID 920;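 active means inhibition above a set limit, the mean inhibition across all tested compounds plus 3 SD, cut at about 34% in these data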;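 further: 0% = IFN-gamma with DMSO and 100% = IFN-gamma with 300 µM nifuroxazide; values of inactives mirror those of a sister screen read the other way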
HMGR II inh: E. faecalis class II HMG-CoA reductase inhibition. actives 0.41% (n = 190,000). inhibition, % at 10 µM. purified E. faecalis HMGR, NADPH absorbance 340 nm kinetic;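 active means inhibition above a set limit, the median over all tested compounds plus 3 SD, cut at about 9.5% in these data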;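 further: enzyme runs in reverse so mevalonate oxidation gives rising NADPH absorbance; 0% = complete reaction with DMSO and 100% = background rate lacking mevalonate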
Hsp70 activator: transcriptional activators of Hsp70; activation, % at 10 µM; AID 1203; HeLa Hsp70 promoter luciferase reporter, luminescence; scaled: vehicle 0, proteasome-inhibitor control 100%; actives 0.04% (n = 200,000);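 active means activation above the mean across all tested compounds plus 3 SD, cutoff set per campaign, cut at about 5.5% in these data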;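 further: 100% = MG132 at 30 µM as the positive control and 0% = DMSO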
* hit, by the source's call; x = no result given.

Results follow in this order: TLR4 MyD88 comp	DTT redox prof	NF-kB neuron act	STAT3 inh	STAT1 act	STAT3 act	APP 5'UTR act	STAT1 blocker	HMGR II inh	Hsp70 activator
> COCC(=O)N(Cc1cc2cc(OC)ccc2[nH]c1=O)c1ccccc1
  0	0.4	1.1	8	98	96	-2	2	-2	-0.1
> S=C(NN=C(C1CC1)C1CC1)Nc1ccccc1
  4	1.6	1.4	6	106	97	14	-8	-13	-0.1
> Cc1cc(OCC(=O)N(C(C)C)C(C)C)cc(C)c1Br
  3	-0.5	1	-3	103	101	6	-3	-1	0.1
> CCCCC(=O)Nc1ccc(NC(=O)C2CC2)nc1
  4	3.1	1.1	4	102	99	1	-3	-3	-0.4
> CC12COC3(C(=O)Nc4nccs4)CC1CCC32C (configuration not stated)
  5	2.7	1.1	-3	112	105	0	-13	0	-0.3
> COc1cccc(CNCC(O)(c2ccc(Cl)cc2)c2ccc(Cl)cc2)c1
  2	-3.8	0.83	8	96	100	1	4	-1	-0.3
> COC(=O)/C(C#N)=C/c1c(Oc2cc(C)cc(C)c2)nc2c(C)cccn2c1=O
  2	0.6	2	11	94	89	8	6	-5	-0.1
> COc1ccccc1N1CCN(C(=O)C(Cc2ccccc2)NC(=O)C2CCCCC2)CC1 (configuration not stated)
  -16	3.2	0.83	-3	95	105	10	5	-2	0.2
> CCOC(=O)c1ccc(NC(=O)CCn2nnc3ccccc32)cc1
  7	0.6	1.1	14	102	90	-2	-3	-2	0.1
> O=c1c2c(nc3c(-c4cccc(Br)c4)c[nH]n13)CCCC2
  -1	-1.2	0.98	6	101	98	13	-1	1	0.8
> COCCCNC(=O)CNC(=S)N(Cc1ccc(F)cc1)C1CCCCC1
  -7	1.7	1	4	98	100	-6	2	0	-0.2
> CCCCCn1c(=O)c(-c2nc3ccccc3c(=O)[nH]2)c(O)c2ccccc21
  -12	0.7	1.1	-26	100	124	-2	0	-4	-0.1
> N=c1n(CCOc2ccccc2)c2ccccc2n1CCN1CCOCC1
  12	0.8	1.1	0	96	105	4	4	-2	0.1
> O=C(NNc1ccccc1)C(=O)NNS(=O)(=O)c1ccc([N+](=O)[O-])cc1
  4	-0.1	1.4	4	109	98	-1	-11	-3	-0.5
> CC(C)(C)NC(=O)CSc1ccc(C(C)(C)C)cc1
  0	2.6	1.5	3	107	99	-15	-8	-3	0.5
> CCN(Cc1ccccc1)C(c1cccc(C#N)c1)c1nnnn1C(C)(C)C (configuration not stated)
  -7	0.8	0.66	-2	99	105	-2	1	-1	-0.3
> CC(=O)c1cc2c(cc1NC(=O)CCCC(=O)O)OCO2
  9	-0.2	0.98	4	95	100	5	5	-6	-0.2
> COCCCNCCOCCOc1c(OC)cccc1OC
  0	0.0	1	6	96	95	-8	4	0	-0.2
> C=C1C2C[C@H](O)C(C)(C)[C@@]2(O)[C@H](O)C[C@]23C[C@@](C)(O)[C@H](CC[C@H]12)[C@H]3O (some centres not stated)
  -6	-0.7	1.1	-8	92	104	5	9	3	-0.3
> COc1ccc2ccc3c(c2c1)N=C[C@]1(O3)N(C)c2ccccc2C1(C)C
  16	2.1	1.1	14	84	92	14	17	-3	-0.4
> COc1cccc(CN2CCC(N(CCc3ccccc3)Cc3ccccc3)CC2)c1OC
  -6	0.3	0.66	-6	98	105	0	2	-7	-0.3
> O=C(CCN1C(=O)COc2ccccc21)N1CCN(c2ccccc2)CC1
  3	-0.9	1.3	15	100	97	-15	-1	-5	0.0
> Cn1nc(-c2ccccc2)c(C(O)c2ccccc2C(F)(F)F)c1Cl (configuration not stated)
  -6	1.5	1.1	14	103	93	-9	-4	-5	-0.1
> c1cc(C(c2nnnn2C2CCCC2)N2CCOCC2)ccn1 (configuration not stated)
  11	1.6	1.2	1	98	102	2	3	-1	-0.2
> COc1cc(S(=O)(=O)n2cnc(C)c2)ccc1Br
  -5	0.1	1.1	9	102	98	15	-5	-12	0.3
> CCN1C(=O)c2cccc3c(S(=O)(=O)Nc4ccccn4)ccc1c23
  11	-0.6	1.4	19	93	87	2	7	-2	0.0
> CC1(C)CC(CC(=O)NC(=S)Nc2ccc([N+](=O)[O-])cc2)C(=O)O1 (configuration not stated)
  1	0.4	1.4	14	108	92	-19	-9	1	-0.1
> Cc1ccc(CC(CC(=O)O)C(=O)NCC23CC4CC(CC(C4)C2)C3)cc1 (configuration not stated)
  -13	-1.3	1	-1	94	104	-5	6	-3	0.0
> CCn1c2ccccc2c2cc(CN3CCN(S(=O)(=O)Cc4ccccc4)CC3)ccc21
  4	1.9	1.3	-2	93	101	10	8	0	-0.4
> CCn1cc(C(=O)NCC(=O)OC)c2cc(OC)c(OC)cc2c1=O
  7	0.8	1.2	8	100	96	-5	0	-1	-0.3

(more compounds)
Results follow in this order: TLR4 MyD88 comp	DTT redox prof	NF-kB neuron act	STAT3 inh	STAT1 act	STAT3 act	APP 5'UTR act	STAT1 blocker	HMGR II inh	Hsp70 activator
> Cn1c(CN2CCCC2)nc2cc(NC(=O)COc3ccccc3)ccc21
  -5	-3.8	1.4	2	101	102	-8	-1	-4	0.0
> c1ccc(CNc2nc3ccccc3n3cnnc23)nc1
  -2	-0.9	0.96	11	112	98	18	-14	-2	0.7
> CCOC(=O)CN1C(=O)C(CC)Oc2ccccc21 (configuration not stated)
  -8	1.9	1.2	7	100	96	18	0	-1	0.6
> COc1ccc(N2CCN(C(=O)c3ccc(NS(=O)(=O)c4ccccc4)cc3)CC2)cc1
  -2	-2.7	1.2	5	95	99	7	5	-2	-0.1
> COc1ccc(N(CC(=O)Nc2cc(C)cc(C)c2)S(=O)(=O)c2ccccc2[N+](=O)[O-])c(OC)c1
  2	0.0	1	-7	98	110	-12	0	9.9*	0.1
> CN(CC(=O)Nc1ccc(Cl)cc1)Cc1cc(=O)n2ccsc2n1
  -22	-0.7	1.1	-1	87	109	8	12	-4	-0.2
> O=C(O)c1ccc(S(=O)(=O)Cc2ccccc2)cc1
  -4	0.0	1.3	1	104	101	-4	-4	-4	-0.2
> COc1ccc(C(CC(=O)O)NS(=O)(=O)c2ccc(C)cc2)cc1OC (configuration not stated)
  -6	2.3	1.2	14	102	96	-5	-2	-5	-0.3
> COc1ccc(F)cc1C(=O)C1CCCN(Cc2ccc(Oc3ncccn3)cc2)C1 (configuration not stated)
  -12	-0.4	1.1	1	91	105	10	8	-1	-0.3
> COc1ccc(S(=O)(=O)N2CCN(Cc3ccc4c(c3)OCO4)CC2)c2ccccc12
  -5	-1.2	1.2	-3	103	107	12	-3	-14	-0.4
> O=C(CCC(=O)c1cccs1)c1cccs1
  -10	0.7	5.2*	18	130*	88	131	-33	0	0.3
> Cc1cc(C(=O)OCC(=O)Nc2sc3c(c2C#N)CCC(C)C3)c2ccccc2n1 (configuration not stated)
  -9	0.6	1.3	-10	102	104	12	-2	-10	-0.5
> Clc1ccc2[nH]c3c(NCC4CCCO4)ncnc3c2c1 (configuration not stated)
  3	-0.3	0.4	21	81	85	3	20	2	-0.3
> CSC1=C(C#N)C(C)CC(=O)N1 (configuration not stated)
  -5	0.4	1.3	-1	104	104	-7	-5	-4	-0.5
> Cc1cc2c3c(c1)C(C)CC(C)(C)N3C(=O)C2=O (configuration not stated)
  7	1.0	1.7	-2	97	104	23	1	-6	-0.3
> O=C(c1ccc(F)cc1)N1CCN(c2ccc([N+](=O)[O-])c(N3CCOCC3)c2)CC1
  10	-0.6	0.88	1	101	101	4	-1	0	-0.3
> COc1ccccc1-c1cc(C(F)(F)F)nc(NCc2ccco2)n1
  12	0.0	1	11	91	95	22	10	-3	-0.3
> COc1cc(NC(=S)N2CCN(C(=O)c3ccco3)CC2)c(OC)cc1Cl
  -8	0.3	1.4	7	106	99	2	-7	1	-0.3
> COc1ccccc1NC(=O)CSc1nc2c(sc3ccccc32)c(=O)n1CCN(C)C
  -10	0.4	1.1	4	106	98	15	-8	1	0.1
> O=C1C(c2ccc(F)cc2)N(Cc2ccc3c(c2)OCO3)C(=O)CN1C1CCCCCC1 (configuration not stated)
  -8	-0.1	0.94	-4	103	109	-8	-3	1	-0.1
> Cn1c(=O)c2c(nc(SCC(=O)N(C3CCCCC3)C3CCCCC3)n2C)n(C)c1=O
  -11	-0.3	x	-3	102	105	8	-2	x	-0.1
> COc1ccc(/C=N/NC(=O)Nc2ccc3nsnc3c2)c(OC)c1
  6	-0.8	1.1	10	114	95	7	-15	-2	0.2
> Clc1ccc(-n2nnnc2-c2ccccc2)cc1Cl
  11	-2.8	0.99	9	106	96	-12	-5	-4	-0.3
> CC(C)/C(=N\NS(=O)(=O)c1ccc(Br)cc1)c1cccs1
  -10	-0.6	1.1	19	94	90	15	4	0	-0.1
> Cc1cc(C)c(NC(=S)N(CCCN2CCN(C)CC2)Cc2cccs2)c(C)c1
  5	-0.3	1.2	-4	98	115	3	2	-3	0.3

Screening data as filed in PubChem BioAssay.
